Screens (PubChem BioAssay)
MrgX1 allo act – human MrgX1 positive allosteric modulation, primary screen; Q96LB2; MrgX1-HEK293, Fluo-4 calcium flux, FDSS; active compounds read high; B-score at 10 µM; hit rate 0.63% among 310,000;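 active means plate-corrected calcium response at least 3 library SD above typical, normal starting fluorescence, not activating the receptor alone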;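 further: compound read alongside a low EC10 to EC30 dose of BAM8-22 agonist; peak minus trough fluorescence over baseline measured at the second addition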
TRPC4 potent – TRPC4 (mouse) allosteric potentiation. Q9QUQ5. B-score at 10 µM. AID 2227. HEK293 TRPC4beta/mu-opioid, DAMGO EC20, Fluo-4 Ca2+ flux; active compounds read high. hit rate 0.42% among 310,000;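 active means B-score of calcium response area above 5 SD of library B-scores, with initial fluorescence ratio within 5 SD of library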;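 further: B-score of integrated fluorescence ratio over time as area under calcium response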
Target sequence (Q9QUQ5 whole entry, looked up): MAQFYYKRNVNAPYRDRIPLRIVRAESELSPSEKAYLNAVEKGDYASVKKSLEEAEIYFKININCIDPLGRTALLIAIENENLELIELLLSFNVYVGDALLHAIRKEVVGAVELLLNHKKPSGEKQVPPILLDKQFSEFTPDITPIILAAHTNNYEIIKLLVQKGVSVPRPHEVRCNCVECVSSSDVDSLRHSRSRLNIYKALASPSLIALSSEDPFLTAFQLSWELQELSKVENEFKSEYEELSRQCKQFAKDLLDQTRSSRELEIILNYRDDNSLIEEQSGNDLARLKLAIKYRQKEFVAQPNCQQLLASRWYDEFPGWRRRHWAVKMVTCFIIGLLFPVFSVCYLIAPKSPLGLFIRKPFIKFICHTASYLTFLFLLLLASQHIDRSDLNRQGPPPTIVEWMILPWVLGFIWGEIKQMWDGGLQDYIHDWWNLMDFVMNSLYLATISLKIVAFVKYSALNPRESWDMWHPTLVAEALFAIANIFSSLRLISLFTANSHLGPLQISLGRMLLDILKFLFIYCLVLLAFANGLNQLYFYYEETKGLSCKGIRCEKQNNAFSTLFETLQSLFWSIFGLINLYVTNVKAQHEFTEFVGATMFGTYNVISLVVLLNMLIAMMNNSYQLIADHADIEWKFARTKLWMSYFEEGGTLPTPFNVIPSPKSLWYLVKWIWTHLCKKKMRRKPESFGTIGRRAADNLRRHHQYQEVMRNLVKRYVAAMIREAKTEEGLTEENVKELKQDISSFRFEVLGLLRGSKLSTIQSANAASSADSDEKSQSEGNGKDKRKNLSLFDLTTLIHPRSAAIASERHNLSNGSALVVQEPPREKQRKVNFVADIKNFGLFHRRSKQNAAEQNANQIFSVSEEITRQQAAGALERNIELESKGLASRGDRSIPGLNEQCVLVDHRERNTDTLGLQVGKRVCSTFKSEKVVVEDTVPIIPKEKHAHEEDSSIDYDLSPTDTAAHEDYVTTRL
MrgX1 antagonist – antagonists of human MrgX1 receptor | Q96LB2 | MRGX1-HEK293 calcium flux, Fluo-4, BAM8-22 antagonism; active compounds read low | hit rate 1.3% among 310,000 | B-score at 10 µM;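 active means calcium-response B-score plate-corrected more than 3 library SD below zero, starting fluorescence within 5 deviations, no agonist response on first addition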;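 further: peak minus trough fluorescence over baseline after final BAM8-22 challenge near maximal dose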
MrgX1 ag – agonists of human MrgX1 receptor | hit rate 0.44% among 310,000 | B-score at 10 µM | MrgX1-HEK293 cells, Fluo-4 calcium fluorescence, agonist mode; active compounds read high;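 active means calcium response B-score plate-corrected fluorescence ratio at least 3 library SD, with starting fluorescence B-score inside 5 SD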
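Material: MrgX1-expressing HEK293 cells; input: 15,000 cells per well; doses: test compound given as first of three sequential additions; schedule: overnight plating before 1 h dye loading; technique: Fluo-4 NW calcium-flux fluorescence, kinetic read; evaluation: baseline-normalised fluorescence change ratio, B-scored; control set: plate-wise positive and negative controls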
TRPC4 block – TRPC4 (mouse) channel inhibition; AID 2247; hit rate 0.39% among 300,000; B-score at 10 µM; HEK293 TRPC4beta/mu-opioid, DAMGO-evoked Fluo4 calcium flux; active compounds read low;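 active means B-score over 3 SD under the library average, no early fluorescence shift, positive overall ratio signal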
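System: stable TRPC4beta/mu-opioid receptor HEK293 cells; Dosing: single-point compound dosing; Measured by: Fluo4 Ca2+ flux fluorescence; Read-out basis: per-well B score of integrated baseline-normalized Fluo4 ratio.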
TMEM16A act – activators or potentiators of mouse TMEM16A chloride channel. Q8BHY3. HEK293 TMEM16A/YFP-H148Q/I152L, iodide quench fluorescence; active compounds read low. B-score at 10 µM. hit rate 0.3% among 340,000. AID 623877;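 active means fluorescence-ratio B-score plate-corrected deviation score at least 3 library SD below zero, with starting fluorescence score within 5 deviations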;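 further: channel opened by trigger with iodide after compound preincubation; score built on the fluorescence ratio of max minus min over baseline; more negative score means more quench and so TMEM16A activation or potentiation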
ANO1 block – inhibitors of mouse TMEM16A calcium-activated chloride channel | Q8BHY3 | HEK293 TMEM16A/YFP iodide influx fluorescence, ionomycin | normalized B-score (activity score, 25-100; higher = stronger inhibition) at 10 µM | hit rate 1.2% among 310,000;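 active means ratio plate-corrected score three or more library SD toward inhibition, starting fluorescence score within five deviations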;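 further: score derived from kinetic fluorescence span divided by baseline fluorescence per well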
TRPC6 inhibitor – inhibitors of mouse TRPC6 channel; Q61143; HEK293-TRPC6, membrane potential dye, ACh-evoked depolarization; active compounds read low; B-score at 10 µM; hit rate 1.1% among 310,000; AID 2553;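 active means B-score under library mean minus 3 SD, initial fluorescence not abnormally high, positive integrated signal ratio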;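 further: B-score derived from integrated fluorescence ratio over the kinetic read; more negative B-score means stronger inhibition of depolarization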
TRPC4 act – TRPC4 (mouse) channel activation; Q9QUQ5; B-score at 10 µM; hit rate 0.49% among 310,000; HEK293 TRPC4beta/mu-opioid, Fluo4 calcium fluorescence; active compounds read high;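 active means B-score above 5 SD of library B-scores, and initial fluorescence ratio not above library mean plus 5 SD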;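 further: positive B-score marks a calcium rise read as TRPC4 activation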
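Assay system: HEK293 stable line with TRPC4beta plus mu-opioid receptor. Times: dye 45 min RT, read 110 s. Measured by: kinetic Fluo4 calcium fluorescence. Measure: B score of integrated ratio. Controls: assay buffer as low control, maximal DAMGO as high control.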
TRPC6 act – activates the mouse TRPC6 cation channel | Q61143 | HEK293-TRPC6 membrane potential dye fluorescence; active compounds read high | B-score at 10 µM | hit rate 0.13% among 310,000 | AID 2550;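 active means B-score of the integrated fluorescence ratio above library mean plus 3 SD, and starting fluorescence ratio within library mean plus 5 SD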;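 further: higher score means more depolarization so channel activation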
SKKanGAS inh – blocks kanamycin growth of S. pyogenes SKKanGAS strain. BacTiter-Glo, 6 h. hit rate 1.3% among 300,000. inhibition, % at 7.5 µM;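 active means mean replicate score, as percent of positive control median, at least 50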;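 further: strain carries kanamycin resistance gene driven by streptokinase promoter and grows in 40 µg/ml kanamycin; loss of luminescence reflects streptokinase promoter inhibition or plain growth inhibition; 0% = median of DMSO wells and 100% = positive control at its reference dose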
* = called active by the depositor; i = inactive; . = no result given. Hits appear at their usual frequency. About 6.7% of those tested had a hit in this group.

SMILES	MrgX1 allo act	TRPC4 potent	MrgX1 antagonist	MrgX1 ag	TRPC4 block	TMEM16A act	ANO1 block	TRPC6 inhibitor	TRPC4 act	TRPC6 act	SKKanGAS inh
CC(C#N)Sc1nc2ccccc2c(=O)n1-c1ccccc1 (stereo unspecified)	i	i	i	i	i	i	i	i	i	i	2.6
Cc1nn(CCCC(=O)NCCc2ccccc2)c(C)c1[N+](=O)[O-]	7.21*	i	i	i	i	i	i	i	i	i	1.4
CC(C)(C)NC(=O)c1cc(-c2ccccc2)n[nH]1	i	i	i	i	i	i	i	i	i	i	0.3
O=C(O)Cn1c(=O)c2c3c(sc2n(Cc2ccccc2F)c1=O)CCCC3	i	i	i	i	i	i	i	i	i	i	6.3
O=C(C1CC(Cl)CN1S(=O)(=O)c1ccc(Cl)cc1)N1CCOCC1 (stereo unspecified)	i	i	i	i	i	i	i	i	i	i	2.6
CC1=C(C(=O)OC2CCCCCCC2)C(c2cccc(O)c2)NC(=O)N1 (stereo unspecified)	i	i	i	i	i	i	i	i	i	i	4.9
CCc1ccc(NC(=O)NNC(=O)CCc2ccccc2)cc1	i	i	i	i	i	i	i	i	i	i	-2.9
Cc1ccccc1OCC(=O)Nc1ccc(N2CCN(S(C)(=O)=O)CC2)cc1	i	i	i	i	i	i	i	i	i	i	-3.7
COC(=O)c1ccc(CSc2nnc(-c3c[nH]c4ccccc34)n2-c2ccccc2)cc1	i	i	i	i	i	i	i	i	i	i	17.0
Cc1cc(C)n(C(C)Sc2ccccc2)n1 (stereo unspecified)	i	i	i	i	i	i	i	i	i	i	-4.8
CCOc1ccc2nc(NC(=O)Cc3cccs3)sc2c1	i	i	i	i	i	i	i	i	i	i	11.2
O=S(CCc1ccncc1)Cc1ccccc1 (stereo unspecified)	i	i	i	i	i	i	i	i	i	i	-5.9
O=C(CSc1nnc2scc(-c3ccccc3)n12)N1CCN(Cc2ccccc2)CC1	i	i	i	i	i	i	i	i	i	i	1.8
COc1cccc(/C=C/C(=O)NCc2ccc(S(N)(=O)=O)cc2)c1	i	i	i	i	i	i	i	i	i	i	-14.8
O=C(C1CCC(CNS(=O)(=O)c2cccc3cccnc23)CC1)N1CCCC1 (stereo unspecified)	i	i	i	i	i	i	i	i	i	i	-1.9
O=C(COc1ccccc1)N1CCN=C1c1ccccc1	i	i	i	i	i	i	i	i	i	i	0.1
COc1ccc(C2CC(c3ccc(OC)cc3O)=NN2C(=O)c2ccccc2)cc1 (stereo unspecified)	i	i	i	i	i	i	i	i	i	i	26.2
O=C(Cc1cc(=O)[nH][nH]1)N/N=C/c1c(F)cccc1Cl	i	i	i	i	i	i	i	i	i	i	13.1
COc1cc(C(=O)Nc2ccc3c(c2)Cc2cc(NC(=O)c4cc(OC)c(OC)c(OC)c4)ccc2-3)cc(OC)c1OC	i	i	i	i	i	i	i	i	i	i	5.5
CCn1c(=O)c2c(n3cnnc13)-c1ccccc1CC21CCCCC1	i	i	i	i	i	-9.62*	i	i	i	i	-7.3
Cc1cc(=O)[nH]c(N/N=C/c2ccccc2C(F)(F)F)n1	i	i	i	i	i	i	i	i	i	i	-3.8
Nc1cc(C(=O)O)c(Oc2ccc(Cl)cc2Cl)cc1C(=O)O	i	i	i	i	i	i	i	i	i	i	1.0
O=C(NC1CC1)[C@@H]1CSC2c3ccccc3C(=O)N21 (stereo partly specified)	i	i	i	i	i	i	i	i	i	i	0.9
Cc1ccc(CNC(=O)/C=C/C(=O)O)cc1	i	i	i	i	i	i	i	i	i	i	-36.7
Cn1c(=O)c2c(ncn2CC(=O)N2CCN(S(=O)(=O)c3ccccc3)CC2)n(C)c1=O	i	i	i	i	i	i	i	i	i	i	0.1
COc1ccccc1N1CCN(C(CNS(=O)(=O)c2ccc(C)cc2)c2cccnc2)CC1 (stereo unspecified)	i	i	i	i	i	i	i	i	i	i	-2.5
O=C(N/N=C/C(Cl)=C/c1ccc([N+](=O)[O-])cc1)C(=O)Nc1ccccc1C(=O)O	i	i	i	i	i	i	i	i	i	i	19.6
CC(=O)c1ccc(NC(=O)Nc2ccc(NS(=O)(=O)c3ccc(C)cc3)cc2)cc1	i	i	i	i	i	i	i	i	i	i	40.9
CCN(c1ccccc1)S(=O)(=O)c1ccc(Cl)c(NC(=O)CSc2ncn[nH]2)c1	i	i	i	i	i	i	i	i	i	i	8.6
O=C(CCC(=O)Nc1ccc(F)cc1)N/N=C/c1cccs1	i	i	i	i	i	i	i	i	i	i	-2.8
CS(=O)(=O)N(CC(=O)N/N=C/c1cccs1)c1cccc(Cl)c1Cl	i	i	i	i	i	i	i	i	i	i	-8.6
O=C(NCC1CCCO1)c1cccc(NC(=O)c2cccs2)c1 (stereo unspecified)	i	i	i	i	i	i	i	i	i	i	-2.7
CCS(=O)(=O)N1CCC(C(=O)NC2CCCCC2)CC1	i	i	i	i	i	i	i	i	i	i	-2.7
CCOc1ccc(-c2nnc3ccc(SCC(=O)Nc4nc5ccccc5s4)nn23)cc1	i	i	i	i	i	i	i	i	i	i	10.5
O=S(=O)(c1ccc2nc(COc3ccc(Cl)cc3Cl)[nH]c2c1)N1CCOCC1	i	i	i	i	i	i	i	i	i	i	2.5
O=[N+]([O-])c1ccc(O)c(Nc2ncnc3ccccc23)c1	i	i	i	i	i	i	i	i	i	i	-0.8
O=C(C1=NN(c2ccccc2)C2C(=O)N(c3ccccc3Cl)C(=O)C12)c1ccccc1 (stereo unspecified)	i	i	i	i	i	i	i	i	i	i	12.8
CCn1ncc(C(=O)Nc2ccccc2C)c1C	i	i	i	i	i	i	i	i	i	i	-1.0
O=C/C(=C\Nc1ccc(Br)cc1)c1nc2ccccc2o1	i	i	i	i	i	i	i	i	i	i	8.7
COc1cc(/C=N/n2nnnc2N)ccc1OCc1c(C)no[n+]1[O-]	i	i	i	i	i	i	i	i	i	i	2.3
CC1=NN(c2ccccc2)C(=O)C1N=Nc1ccc(C)cc1 (stereo unspecified)	i	i	i	i	i	.	i	i	i	i	-14.1
Cc1ccc2nc(Br)c3c(c2c1)OC(CBr)C3 (stereo unspecified)	i	i	i	i	i	i	i	i	i	i	-2.0
COc1ccc(-c2cc(C(=O)n3cnc4ccccc43)c3ccccc3n2)cc1	i	.	i	i	.	i	i	.	.	.	13.7
Cc1cc(O)c(/C=N/Nc2ccc(Cl)cc2)c(=O)o1	i	i	i	i	i	i	i	i	i	i	-18.3
CC(C)(C)n1nc2c(c1NC(=O)COc1ccccc1F)CS(=O)(=O)C2	i	i	i	i	i	i	i	i	i	i	1.1
CN(CCCNC(=O)C1CCN(S(=O)(=O)N2CCC3(CC2)OCCO3)CC1)Cc1ccccc1	i	i	i	i	i	i	i	i	i	i	-3.6
CC1CCCC(N2CCN(C(=O)c3ccc([N+](=O)[O-])cc3)CC2)C1 (stereo unspecified)	i	i	i	i	i	i	i	i	i	i	-1.1
N#Cc1ccc(C(=O)Nc2ccc3ccccc3c2)cc1	i	i	i	i	i	i	i	i	i	i	6.0
Cc1cc(OC(=O)c2ccc(S(=O)(=O)N3CCCC3)cc2)c([N+](=O)[O-])c(=O)[nH]1	i	i	i	i	i	i	i	i	i	i	-9.9
Cc1ccc(NC(=S)N2CCCCCC2)cc1	i	i	i	i	i	i	i	i	i	i	-6.3
CC1(C)Cc2ccccc2C(N/N=C/c2ccc(Cl)cc2)=N1	i	i	i	i	i	i	i	i	i	i	-5.6
O=C(CC1OC(=O)c2ccccc21)Nc1cc(S(=O)(=O)N2CCOCC2)ccc1OCC(F)(F)F (stereo unspecified)	i	i	i	i	i	i	i	i	i	i	4.3
O=C(CCc1ccccc1)Nc1ccc2ccccc2n1	i	i	i	i	i	i	i	i	i	i	-2.8
O=C(OCC(=O)N1CCc2ccccc2C1)c1ccc(N2CCOCC2)c([N+](=O)[O-])c1	i	i	i	i	i	i	i	i	i	i	-5.6
CCCC(C(=O)NC1CCCC1)N(C(=O)c1snc(C(N)=O)c1N)c1ccc(F)cc1 (stereo unspecified)	.	i	.	.	i	i	.	i	i	i	13.8
CCCCOC(=O)CSc1nnc(N)s1	i	i	i	i	i	i	i	i	i	i	-2.2
CCOC(=O)N1CCN(C(=O)/C(=C/c2cccs2)NC(=O)c2cccs2)CC1	i	i	i	i	i	i	i	i	i	i	-6.5
Cn1nc(C(F)(F)F)c2cc(NC(=O)OCc3ccc(C(C)(C)C)cc3)sc21	.	i	.	.	i	i	.	i	i	i	41.8
CC(=O)Nc1ccc(N(C(=O)CNC(=O)c2cccs2)C(C(=O)NC(C)(C)C)c2ccccc2)cc1 (stereo unspecified)	i	i	i	i	i	i	i	i	i	i	-3.2
Cc1nc2cc(NC(=O)N(C)c3ccc4ccccc4c3)ccc2o1	i	.	i	i	.	i	i	.	.	.	.

Following part:
SMILES	MrgX1 allo act	TRPC4 potent	MrgX1 antagonist	MrgX1 ag	TRPC4 block	TMEM16A act	ANO1 block	TRPC6 inhibitor	TRPC4 act	TRPC6 act	SKKanGAS inh
CSCCC(NC(=O)c1cccc(C)c1)C(=O)OCN1C(=O)c2ccccc2C1=O (stereo unspecified)	i	i	i	i	i	i	i	i	i	i	7.8
NC(=O)c1cc(S(=O)(=O)Nc2cccc(F)c2)co1	i	i	i	i	i	i	i	i	i	i	-3.6
C=CCc1cccc2cc(C(=O)OCC(=O)c3ccccc3)c(=O)oc12	i	i	i	i	i	i	i	i	i	i	7.8
CC(=O)c1sc(Nc2cccc3ccccc23)nc1C	i	i	i	i	i	i	i	i	i	i	10.2
O=C(Nc1ccc(-n2cccn2)cc1)C1CCN(Cc2ccsc2)CC1	i	i	i	i	i	i	i	i	i	i	1.7
CCN(c1ccccc1)S(=O)(=O)c1ccc(C(=O)Oc2ccc(C(C)=O)cc2)cc1	i	i	i	i	i	i	i	i	i	i	3.9
Cc1ccc(Cn2nnc3c(=O)n(Cc4cccc(C)c4)cnc32)cc1	i	i	i	i	i	i	i	i	i	i	-14.3
